Assay outcomes as filed in PubChem BioAssay.
All columns: NCI-60 one-dose screen, growth in % after 48 h at 10 µM unless noted; 100 = growth as untreated, 0 = no growth, -100 = all killed.
COLO 205 = COLO 205 colon cancer; hit rate 7.3% among 79,000; AID 1794742
SW-620 = SW-620 colon cancer. AID 1794795. hit rate 5.2% among 82,000
HCT-15 = HCT-15 colon cancer. hit rate 5.2% among 82,000. AID 1794746
KM12 = KM12 colon cancer cells; hit rate 5% among 82,000; AID 1794800
HCC-2998 = HCC-2998 colon cancer | hit rate 4.7% among 79,000
NCI-H322M = NCI-H322M lung cancer; hit rate 2.7% among 80,000; AID 1794733
SNB-75 = SNB-75 CNS cancer | hit rate 5% among 79,000
HCT-116 = HCT-116 colon cancer; hit rate 7.3% among 82,000
HT29 = HT29 colon cancer | hit rate 7.4% among 81,000 | AID 1794748
Active calls of the source: *; & = joins results of further samples; ! = repeats disagree. Rule for the calls: active = growth percent below 10; inactive = the rest.

How did O=[N+]([O-])c1cc(/C=N/Nc2nc(N/N=C/c3ccc(Cl)c([N+](=O)[O-])c3)nc(N3CCCCC3)n2)ccc1Cl do in these assays?
COLO 205: 100.3; SW-620: 63.7; HCT-15: 49.7; KM12: 5.5*; HCC-2998: 67.4; NCI-H322M: 71.3; SNB-75: 136.1; HCT-116: 22.0; HT29: 7.4*

What do the screens show for `c1ccc(Oc2c3ccccc3nc3ccccc23)cc1`?
COLO 205: -10.5*; SW-620: 19.2; HCT-15: 14.6; KM12: 0.6*; HCC-2998: 20.9; NCI-H322M: 56.3; SNB-75: 41.5; HCT-116: -25.7*; HT29: 2.5*

Results for Cc1cc(N2CCCCCC2)nc(N2CCN(CC(=O)Nc3ccc4c(ccn4Cc4ccccc4)c3)CC2)n1 ?
COLO 205: 31.2; SW-620: 63.2; HCT-15: 30.8; KM12: 35.0; HCC-2998: 91.7; NCI-H322M: 80.7; SNB-75: 69.6; HCT-116: 32.0; HT29: 6.4*

Results for CC(C)(C)c1ccc(OCCCCCCN2CCNCC2)cc1 ?
COLO 205: -66.7*; SW-620: 45.9; HCT-15: 6.3*; KM12: 51.1; HCC-2998: -47.1*; NCI-H322M: 85.1; SNB-75: 53.7; HCT-116: 8.3*; HT29: 25.0

What do the screens show for `Cc1c(-c2csc(N/N=C/c3ccc(N(C)C)cc3)n2)nnn1-c1ccc([N+](=O)[O-])cc1`?
COLO 205: 102.7; SW-620: 104.1; HCT-15: 95.3; KM12: 105.3; HCC-2998: 99.8; NCI-H322M: 96.3; SNB-75: 101.6; HCT-116: 96.6; HT29: 95.7

What do the screens show for `CCC(O)(C(c1ccccc1)c1ccccn1)C(c1ccccc1)c1ccccn1` (configuration not stated)?
COLO 205: 104.9; SW-620: 120.2; HCT-15: 102.7; KM12: 106.3; NCI-H322M: 98.6; SNB-75: 99.4; HCT-116: 99.4; HT29: 101.9

Results for CSc1ccccc1N1C(=O)CSC1=S ?
COLO 205: 100.0; SW-620: 98.9; HCT-15: 102.8; KM12: 97.3; HCC-2998: 79.2; NCI-H322M: 114.4; SNB-75: 101.4; HCT-116: 110.6; HT29: 94.6

Results for Cc1cc(C=O)c(C)c2c1[nH]c1ccccc12 ?
COLO 205: 109.6; SW-620: 100.7; HCT-15: 99.8; KM12: 108.5; HCC-2998: 106.4; NCI-H322M: 97.7; SNB-75: 78.7; HCT-116: 90.5; HT29: 93.2

Results for Nc1nc(Nc2ccccc2)c(C=Nc2ccccc2)c(=O)[nH]1 ?
COLO 205: 107.0; SW-620: 98.4; HCT-15: 96.9; KM12: 98.6; HCC-2998: 99.3; NCI-H322M: 93.3; SNB-75: 80.3; HCT-116: 85.1; HT29: 100.7

Results for Cc1cc2c(c(C)c1Cl)C(=O)/C(=C/c1ccco1)O2 ?
COLO 205: 113.5; SW-620: 108.4; HCT-15: 70.8; KM12: 75.9; HCC-2998: 97.6; NCI-H322M: 99.2; SNB-75: 76.7; HCT-116: 98.7; HT29: 98.3

How did COC(=O)C1=C(C(=O)c2ccc(OC)c(OC)c2)C(c2cc(OC)c(OC)c(OC)c2)C(C#N)=C(N)O1 (configuration not stated) do in these assays?
COLO 205: 111.2; SW-620: 111.5; HCT-15: 96.1; KM12: 102.3; HCC-2998: 120.9; NCI-H322M: 109.3; SNB-75: 93.0; HCT-116: 97.3; HT29: 103.5

How did COc1ccc(/C=N/C2=C(C#N)C(c3cccc(Cl)c3)c3c(ccc4ccccc34)O2)cc1 (configuration not stated) do in these assays?
COLO 205: 31.3; SW-620: 23.7; HCT-15: 16.7; KM12: 24.9; HCC-2998: 65.4; NCI-H322M: 62.7; SNB-75: -30.1*; HCT-116: 21.8; HT29: 10.3

Results for Cn1c(=O)c2c(nc(Cl)n2C)n(C)c1=O ?
COLO 205: 116.9; SW-620: 96.7; HCT-15: 102.2; KM12: 99.1; HCC-2998: 96.3; NCI-H322M: 96.8; SNB-75: 80.1; HCT-116: 102.2; HT29: 105.1

Results for COC(=O)C(Cc1cccc(-c2ccc(CO)nc2)c1)NC(=O)OCc1ccccc1 (configuration not stated) ?
COLO 205: 112.1; SW-620: 97.9; HCT-15: 94.6; KM12: 104.1; HCC-2998: 102.1; NCI-H322M: 108.6; SNB-75: 92.2; HCT-116: 93.9; HT29: 103.4

How did CCCCCCCNC1=C(OCC)C(=O)c2ccccc2C1=O do in these assays?
COLO 205: 105.9; SW-620: 88.7; HCT-15: 96.5; KM12: 99.2; HCC-2998: 109.8; NCI-H322M: 105.1; SNB-75: 83.4; HCT-116: 97.0; HT29: 118.6

Results for COc1ccc2nc3cc(Cl)ccc3c(N3CCN(c4ccnc(N5CCCC5)n4)CC3)c2c1 ?
COLO 205: 103.3; SW-620: 102.7; HCT-15: 95.7; KM12: 96.4; HCC-2998: 108.8; NCI-H322M: 98.7; SNB-75: 87.2; HCT-116: 89.2; HT29: 94.8

How did NC(=O)OCCO do in these assays?
COLO 205: 112.9; SW-620: 105.7; HCT-15: 108.0; KM12: 98.7; HCC-2998: 97.9; NCI-H322M: 97.0; SNB-75: 109.6; HCT-116: 90.6; HT29: 99.0

What do the screens show for `CCN1CCN(C2=NC(=O)/C(=C/c3cccs3)S2)CC1`?
COLO 205: 120.5; SW-620: 113.4; HCT-15: 100.1; KM12: 108.3; HCC-2998: 106.2; NCI-H322M: 121.6; SNB-75: 141.3; HCT-116: 96.2; HT29: 116.8

What do the screens show for `C[N+](C)(C)CC(O)CC(=O)O` (configuration not stated)?
COLO 205: 115.9; SW-620: 104.2; HCT-15: 91.3; KM12: 107.4; HCC-2998: 101.7; NCI-H322M: 95.6; SNB-75: 100.9; HCT-116: 101.3; HT29: 111.6

What do the screens show for `COc1ccc2c(c1)c(-c1nc(-c3cn(C)c4ncccc34)cs1)cn2CCNC(=O)OC(C)(C)C`?
COLO 205: 82.2; SW-620: 97.0; HCT-15: 57.1; KM12: 60.7; HCC-2998: 96.3; NCI-H322M: 96.4; SNB-75: 91.3; HCT-116: 79.5; HT29: 78.3

How did CN(C)C(=O)c1cccc(NC(=O)NCc2cccc(N3C(N)=NC(N)=NC3(C)C)c2)c1 do in these assays?
COLO 205: 120.3; SW-620: 102.3; HCT-15: 105.4; KM12: 97.7; HCC-2998: 102.7; NCI-H322M: 109.9; SNB-75: 88.9; HCT-116: 105.3; HT29: 74.3

Results for CCOP(=O)(OCC)/C(C#N)=C/c1c(C)[nH]c2ccccc12 ?
COLO 205: 107.2; SW-620: 98.2; HCT-15: 108.0; KM12: 100.0; HCC-2998: 107.4; NCI-H322M: 107.2; SNB-75: 49.8; HCT-116: 101.5; HT29: 106.0

How did O=C(CC(=O)C(F)(F)F)c1cccnc1 do in these assays?
COLO 205: 115.0; SW-620: 100.6; HCT-15: 112.9; KM12: 106.6; HCC-2998: 111.7; NCI-H322M: 104.3; SNB-75: 104.8; HCT-116: 105.6; HT29: 103.2

How did O=C(c1nc2ccccc2[nH]1)C1[C@@H](c2cccc(O)c2)C2CC3CCCCC3N2[C@@]12C(=O)Nc1cc(Cl)ccc12 (some centres not stated) do in these assays?
COLO 205: 63.5; SW-620: 39.3; HCT-15: 40.7; KM12: 34.9; HCC-2998: 33.8; NCI-H322M: 61.6; SNB-75: 27.2; HCT-116: 31.5; HT29: 50.6

Results for CC(C)n1cnc2c(Nc3cccc(Cl)c3)nc(N[C@H]3CCCC[C@@H]3N)nc21 ?
COLO 205: 26.4; SW-620: 55.5; HCT-15: 58.1; KM12: 13.5; HCC-2998: 23.4; NCI-H322M: 66.4; SNB-75: 32.8; HCT-116: 28.1; HT29: 11.3

How did COc1ccc(-c2nn(-c3ccc(Cl)cc3)cc2-c2nc3ccccc3[nH]2)cc1 do in these assays?
COLO 205: 101.4; SW-620: 84.6; HCT-15: 102.7; KM12: 101.9; HCC-2998: 109.2; NCI-H322M: 101.6; SNB-75: 76.6; HCT-116: 87.0; HT29: 84.5

How did COc1ccccc1NCC(=O)Nc1ncc(Cc2ccccc2)s1 do in these assays?
COLO 205: 97.0; SW-620: 105.7; HCT-15: 41.6; KM12: 48.2; HCC-2998: 61.2; NCI-H322M: 84.9; SNB-75: 87.8; HCT-116: 95.3; HT29: 103.3

Results for CCC(C)(C)C(=O)O[C@H]1C[C@@H](C)C=C2C=C[C@H](C)[C@H](CC[C@@H]3CC(SCCN)CC(=O)O3)[C@H]21 (some centres not stated) ?
COLO 205: 82.8; SW-620: 81.8; HCT-15: 100.3; KM12: 88.2; HCC-2998: 73.6; NCI-H322M: 97.4; SNB-75: 95.5; HCT-116: 37.5; HT29: 75.0

Results for Cc1ccc(C2=NN3C(C2)c2cc(Br)ccc2OC3c2cccc(Cl)c2)s1 (configuration not stated) ?
COLO 205: 110.1; SW-620: 101.1; HCT-15: 88.5; KM12: 96.7; HCC-2998: 106.0; NCI-H322M: 94.7; SNB-75: 78.1; HCT-116: 100.7; HT29: 103.4

How did CCOC(=O)/C=C/c1nc(C#N)c(N(C)C)o1 do in these assays?
COLO 205: 113.4; SW-620: 102.2; HCT-15: 100.2; KM12: 106.3; HCC-2998: 107.8; NCI-H322M: 100.6; HCT-116: 94.7; HT29: 98.2

Results for CC(=O)Oc1c(C(C)C)cccc1C(C)(C)C ?
COLO 205: 100.5; SW-620: 105.9; HCT-15: 107.1; KM12: 101.9; HCC-2998: 95.6; NCI-H322M: 105.5; SNB-75: 103.3; HCT-116: 110.3; HT29: 110.7

How did O=C1C=CC[C@H](/C=C/c2ccccc2)O1 do in these assays?
COLO 205: -70.8*!; SW-620: -39.2*!; HCT-15: -52.8*!; KM12: 35.6&43.1; HCC-2998: 32.3&26.1; NCI-H322M: 4.1*!; SNB-75: 70.9&53.8; HCT-116: -18.5*; HT29: 28.4&29.8

Results for CC(Cl)CCN1CCCCC1 (configuration not stated) ?
COLO 205: 100.1; SW-620: 100.0; HCT-15: 101.1; KM12: 105.7; HCC-2998: 110.5; NCI-H322M: 87.1; SNB-75: 88.3; HCT-116: 100.2; HT29: 104.0

Results for COc1ccc(/C=N/NC(=O)c2[nH]c(=O)c3c(=O)[nH]c(-c4ccccc4)cc3c2O)cc1 ?
COLO 205: 102.5; SW-620: 103.2; HCT-15: 92.7; KM12: 104.8; HCC-2998: 110.8; NCI-H322M: 100.9; SNB-75: 94.2; HCT-116: 107.8; HT29: 92.7

What do the screens show for `N#CC(c1ccccc1)C1CCN(Cc2ccccc2)CC1` (configuration not stated)?
COLO 205: 113.1; SW-620: 102.0; HCT-15: 104.9; KM12: 104.7; HCC-2998: 115.2; NCI-H322M: 100.8; SNB-75: 96.6; HCT-116: 91.9; HT29: 87.7

What do the screens show for `O=C(CC(O)c1coc(-c2ccc(Cl)cc2)n1)c1ccc(Br)cc1` (configuration not stated)?
COLO 205: 91.6; SW-620: 111.2; HCT-15: 107.1; KM12: 108.1; HCC-2998: 100.6; NCI-H322M: 95.9; SNB-75: 91.9; HCT-116: 103.5; HT29: 102.9

Results for O=C(CSc1nc2ccccc2c(=O)n1-c1ccccc1)Nc1ccc(-c2nc3ccc([N+](=O)[O-])cc3[nH]2)cc1 ?
COLO 205: 110.4; SW-620: 43.7; HCT-15: 61.3; KM12: 91.7; HCC-2998: 100.0; NCI-H322M: 97.8; SNB-75: 82.5; HCT-116: 67.4; HT29: 79.3

How did CNC1=C([N+](=O)[O-])C(c2cc3cc(OC)ccc3nc2Cl)C(C#N)=C(c2cccs2)O1 (configuration not stated) do in these assays?
COLO 205: 113.6; SW-620: 98.1; HCT-15: 99.1; KM12: 103.9; HCC-2998: 98.1; NCI-H322M: 96.5; SNB-75: 92.4; HCT-116: 93.1; HT29: 110.9

How did CC1(C)CCC(C)(C)C2CC3CC4C(CC3CC21)C(C)(C)CCC4(C)C (configuration not stated) do in these assays?
COLO 205: 107.4; SW-620: 94.8; HCT-15: 97.6; KM12: 107.1; HCC-2998: 106.7; SNB-75: 106.6; HCT-116: 93.6; HT29: 102.4

In the list so far, these have a cyano group:
How did COC(=O)C1=C(C(=O)c2ccc(OC)c(OC)c2)C(c2cc(OC)c(OC)c(OC)c2)C(C#N)=C(N)O1 (configuration not stated) do in these assays?
COLO 205: 111.2; SW-620: 111.5; HCT-15: 96.1; KM12: 102.3; HCC-2998: 120.9; NCI-H322M: 109.3; SNB-75: 93.0; HCT-116: 97.3; HT29: 103.5

How did COc1ccc(/C=N/C2=C(C#N)C(c3cccc(Cl)c3)c3c(ccc4ccccc34)O2)cc1 (configuration not stated) do in these assays?
COLO 205: 31.3; SW-620: 23.7; HCT-15: 16.7; KM12: 24.9; HCC-2998: 65.4; NCI-H322M: 62.7; SNB-75: -30.1*; HCT-116: 21.8; HT29: 10.3

Results for CCOP(=O)(OCC)/C(C#N)=C/c1c(C)[nH]c2ccccc12 ?
COLO 205: 107.2; SW-620: 98.2; HCT-15: 108.0; KM12: 100.0; HCC-2998: 107.4; NCI-H322M: 107.2; SNB-75: 49.8; HCT-116: 101.5; HT29: 106.0

How did CCOC(=O)/C=C/c1nc(C#N)c(N(C)C)o1 do in these assays?
COLO 205: 113.4; SW-620: 102.2; HCT-15: 100.2; KM12: 106.3; HCC-2998: 107.8; NCI-H322M: 100.6; HCT-116: 94.7; HT29: 98.2

What do the screens show for `N#CC(c1ccccc1)C1CCN(Cc2ccccc2)CC1` (configuration not stated)?
COLO 205: 113.1; SW-620: 102.0; HCT-15: 104.9; KM12: 104.7; HCC-2998: 115.2; NCI-H322M: 100.8; SNB-75: 96.6; HCT-116: 91.9; HT29: 87.7

How did CNC1=C([N+](=O)[O-])C(c2cc3cc(OC)ccc3nc2Cl)C(C#N)=C(c2cccs2)O1 (configuration not stated) do in these assays?
COLO 205: 113.6; SW-620: 98.1; HCT-15: 99.1; KM12: 103.9; HCC-2998: 98.1; NCI-H322M: 96.5; SNB-75: 92.4; HCT-116: 93.1; HT29: 110.9
